Source: PubChem (The Scripps Research Institute Molecular Screening Center)
GPR151 activ: human GPR151 activation | AID 1508602 | Q8TDV0 | PathHunter beta-arrestin GPR151 cells, luminescence | 650,000 tested, 1% active | activation, % at 11.2 µM; in the data active = activation above about 4.9%;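 also: 0% = median of compound wells and 100% = cells with positive control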
Target sequence (Q8TDV0 whole entry, looked up): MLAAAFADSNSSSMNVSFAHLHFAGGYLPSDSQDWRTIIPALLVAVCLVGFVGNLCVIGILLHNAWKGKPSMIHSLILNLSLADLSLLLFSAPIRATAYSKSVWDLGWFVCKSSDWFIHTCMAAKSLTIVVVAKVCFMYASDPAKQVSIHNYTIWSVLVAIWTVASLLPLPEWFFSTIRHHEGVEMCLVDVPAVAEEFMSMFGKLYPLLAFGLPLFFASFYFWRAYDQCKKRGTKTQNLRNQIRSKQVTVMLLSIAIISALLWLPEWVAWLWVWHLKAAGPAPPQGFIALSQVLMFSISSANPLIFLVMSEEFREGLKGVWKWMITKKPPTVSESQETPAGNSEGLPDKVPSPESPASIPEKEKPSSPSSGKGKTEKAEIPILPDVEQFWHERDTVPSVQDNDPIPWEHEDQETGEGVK
FBW7 activator: human FBW7 E3 ligase activation, primary screen | normalized activity (activation), % at 26.1 µM | 650,000 tested, 0.13% active | AlphaScreen FBW7–phospho-cyclin E peptide binding, activator screen; in the data active = normalized activity above about 1.9%;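 also: purified mutant Fbw7 with reduced substrate affinity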
Target sequence (Q969H0 whole entry, looked up): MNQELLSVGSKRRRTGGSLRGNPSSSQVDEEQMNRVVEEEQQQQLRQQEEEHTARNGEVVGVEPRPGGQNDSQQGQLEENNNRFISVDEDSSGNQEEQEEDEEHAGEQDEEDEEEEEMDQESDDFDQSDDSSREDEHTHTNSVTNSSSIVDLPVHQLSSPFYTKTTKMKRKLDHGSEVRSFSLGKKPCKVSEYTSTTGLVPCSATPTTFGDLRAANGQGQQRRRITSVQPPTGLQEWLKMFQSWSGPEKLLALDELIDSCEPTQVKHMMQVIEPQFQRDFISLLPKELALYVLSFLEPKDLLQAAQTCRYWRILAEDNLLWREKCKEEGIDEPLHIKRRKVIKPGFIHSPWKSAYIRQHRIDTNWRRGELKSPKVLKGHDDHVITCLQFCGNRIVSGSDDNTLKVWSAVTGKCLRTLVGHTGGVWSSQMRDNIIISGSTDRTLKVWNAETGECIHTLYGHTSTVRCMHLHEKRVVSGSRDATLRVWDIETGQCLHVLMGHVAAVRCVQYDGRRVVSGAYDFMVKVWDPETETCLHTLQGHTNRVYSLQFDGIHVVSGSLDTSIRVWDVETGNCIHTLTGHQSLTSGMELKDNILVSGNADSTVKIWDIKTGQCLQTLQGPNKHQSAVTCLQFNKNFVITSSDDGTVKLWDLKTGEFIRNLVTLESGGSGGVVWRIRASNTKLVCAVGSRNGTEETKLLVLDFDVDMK
MITF primary: inhibitors of human MITF. O75030. AlphaScreen MITF homodimerization, bead proximity signal. inhibition, % at 2.6 µM. 650,000 tested, 0.91% active; in the data active = inhibition above about 50%;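 also: 0% = vehicle wells with protein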
TEAD-YAP block: TEAD-YAP interaction inhibition | inhibition, % at 9.12 µM | 640,000 tested, 1.4% active | AID 1259422 | HEK-TIYL cells, TEAD-Gal4/YAP UAS-luciferase luminescence; in the data active = inhibition above about 32%;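 also: 0% = median of test compound wells and 100% = reference inhibitor wells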
Starred values were filed as active, the others as inactive.

1. C[C@H](Cn1nnc2ccccc21)NC(=O)CCn1nnc2ccccc21
2. CCc1ccc(NC(=O)Cn2cnc3c(nnn3Cc3ccc(C)cc3)c2=O)cc1
3. COc1ccc(CC(=O)Nc2nccs2)cc1OC
4. Cc1ccccc1NC(=O)C1(N(Cc2ccco2)C(=O)Cc2nc(N)n[nH]2)CCCCC1
5. CCN(CC)c1ccc(/C=N/NC(=O)c2ccc(CN)cc2)cc1
6. C=CCSc1nnc(NC(=O)CSc2nc3ccccc3o2)s1
7. Fc1ccc(/C=N/Nc2ccc3ccccc3n2)c(F)c1
8. COc1ccc(OCc2nc(Cc3ccc([N+](=O)[O-])cc3)no2)cc1
assay / entry | 1 | 2 | 3 | 4 | 5 | 6 | 7 | 8
GPR151 activ | 1.1 | 1.4 | 4.2 | -1.1 | -1.0 | -1.0 | -3.9 | 1.3
FBW7 activator | -0.2 | 0.1 | -0.1 | -0.5 | -0.2 | 0.1 | -0.2 | -0.1
MITF primary | -4.0 | -2.4 | 1.4 | 37.7 | -22.8 | -7.0 | 13.3 | 9.7
TEAD-YAP block | 1.7 | 0.6 | 8.0 | -1.9 | -12.7 | 5.8 | 23.5 | -2.3

9. O=C1OCC(CO)(CO)N=C1NNc1ccc([N+](=O)[O-])cc1
10. CCn1cc(CN2CCN(Cc3ccsc3)C(CCO)C2)c2ccccc21 (stereo not given)
11. CC1CCN(S(=O)(=O)c2ccc(F)c(C(=O)Nc3ccccc3Cl)c2)CC1
12. CCOC(=O)c1c(NC(=O)c2ccc(OC)c(OC)c2)sc(C)c1C
13. CCCOc1ccc(/C=N/Nc2ccc(S(N)(=O)=O)cc2[N+](=O)[O-])c(OCCC)c1
14. COc1cccc(Cn2ncc3c4sc(C)cc4n(C)c3c2=O)c1
15. CCN(C(=O)Cc1c(C(=O)O)n(C)c2ccccc12)c1ccc(F)cc1
16. COc1cccc(C(=O)Nc2cc3nn(-c4ccc(Cl)cc4)nc3cc2C)c1
assay / entry | 9 | 10 | 11 | 12 | 13 | 14 | 15 | 16
GPR151 activ | -0.5 | -0.9 | 1.0 | -0.4 | -0.2 | 0.0 | -1.1 | -1.3
FBW7 activator | 0.0 | -0.1 | 0.1 | 0.0 | -0.1 | 0.5 | 0.0 | -0.3
MITF primary | 3.2 | 1.2 | 5.4 | -1.3 | -15.9 | 3.9 | 0.6 | -10.5
TEAD-YAP block | 11.0 | -3.5 | 0.6 | 7.0 | 1.5 | 12.2 | 3.5 | -1.7

17. Cc1ccc(C(=O)Cn2nnc(-c3ccccc3Cl)n2)cc1
18. CCOC(=O)c1ccc2c(c1)c(C)c(C)n2Cc1ccccc1
19. O=C1CC(c2ccc(F)cc2)Sc2nc(-c3cccc4ccccc34)nn21 (stereo not given)
20. O=C(Nc1ccccc1)c1csc(Nc2cnccn2)n1
21. O=C(CN1C(=O)C2CCCN2c2ncc(Cl)cc21)NCCC1=CCCCC1 (stereo not given)
22. CC(=O)Nc1cccc(C(=O)N/N=C/c2ccncc2)c1
23. Cc1ccc(NC(=O)/C(C#N)=C\c2ccccc2O)cc1
24. CCCCC(SC1=Nc2ccccc2C2=NC(Cc3c[nH]c4ccccc34)C(=O)N12)C(=O)OCC (stereo not given)
assay / entry | 17 | 18 | 19 | 20 | 21 | 22 | 23 | 24
GPR151 activ | 3.3 | -0.8 | -0.7 | -1.2 | 0.9 | 0.0 | -0.6 | -0.2
FBW7 activator | 0.0 | 0.0 | -0.1 | 0.5 | -0.1 | -0.1 | -0.1 | 0.1
MITF primary | -0.3 | 4.0 | 10.8 | 4.7 | -2.1 | -1.1 | 9.1 | -11.9
TEAD-YAP block | 1.6 | -1.3 | -2.4 | -15.1 | 5.6 | -12.5 | 29.9 | -6.5

25. COC(=O)CC(NC1CCN(c2nc(C)c3cc4c(cc3n2)CCC4)CC1)C(=O)OC (stereo not given)
26. O=C(O)c1c(Br)sc(-c2ccccc2)c1-c1ccccc1
27. COc1ccc(S(=O)(=O)N2CCC(c3nc4ccccc4o3)CC2)cc1
28. Cc1nn(C)c(C)c1NC(=O)CSc1nc(C2CC2)nc2c1cnn2-c1ccccc1
29. COc1ccccc1/C=C1\N=C(c2cc(Cl)ccc2Cl)OC1=O
30. CCOC(=O)C1CCN(C(c2cccc(OC)c2)c2sc3nc(CC)nn3c2O)CC1 (stereo not given)
31. Cc1ccccc1Nc1ncc(-c2cccs2)s1
32. COc1ccccc1/C=C/c1nn2c(Cc3ccccc3)nnc2s1
assay / entry | 25 | 26 | 27 | 28 | 29 | 30 | 31 | 32
GPR151 activ | -1.2 | 7.1* | 0.7 | 2.0 | -0.7 | 0.1 | 0.3 | 0.2
FBW7 activator | -0.1 | 0.0 | 0.4 | 0.1 | 0.3 | 0.9 | 0.0 | -0.2
MITF primary | 4.5 | -1.4 | 9.3 | 5.0 | -20.3 | 21.5 | -0.5 | -3.7
TEAD-YAP block | 1.5 | -11.3 | 6.3 | 3.5 | 0.8 | 11.9 | -23.8 | -5.1

33. Cc1ccc(C)n1-c1ccc(NC(=O)c2ccccc2)cc1
34. CC(=O)Oc1c(Br)cc(Br)cc1Br
35. CCOC(=O)c1c(/N=C/C2C(=O)CCCC2=O)sc2c1CCCC2
36. Cc1cc(/C=C2\C(=O)Nc3ccccc32)c(C)n1C1CC1
37. CN(C)c1ncc(CN2CCCC(CO)(Cc3cccc(Cl)c3)C2)s1 (stereo not given)
38. CC1CCCCC1N=c1c([N+](=O)[O-])nn(-c2cccc(Cl)c2)n1O (stereo not given)
39. O=C(COc1ccccc1-c1ccccc1)N/N=C\c1ccc[nH]1
40. Cc1ccc(C2Nc3ccccc3NC3=C2C(=O)CC(c2cccs2)C3)o1 (stereo not given)
assay / entry | 33 | 34 | 35 | 36 | 37 | 38 | 39 | 40
GPR151 activ | -1.6 | -0.3 | 0.1 | 0.7 | -1.7 | -1.2 | 0.4 | -1.2
FBW7 activator | 0.3 | 0.3 | 0.0 | 0.0 | -0.1 | -0.1 | -0.2 | 0.0
MITF primary | 4.7 | 5.3 | 8.1 | 10.1 | 0.4 | 21.6 | 6.3 | 12.4
TEAD-YAP block | 6.6 | 8.9 | 9.6 | -9.2 | 4.6 | 9.2 | 50.5* | 4.7

Shown with values under each structure: entries from further up
Each structure is followed by: GPR151 activ | FBW7 activator | MITF primary | TEAD-YAP block
34) CC(=O)Oc1c(Br)cc(Br)cc1Br
→ -0.3 | 0.3 | 5.3 | 8.9
35) CCOC(=O)c1c(/N=C/C2C(=O)CCCC2=O)sc2c1CCCC2
→ 0.1 | 0.0 | 8.1 | 9.6
36) Cc1cc(/C=C2\C(=O)Nc3ccccc32)c(C)n1C1CC1
→ 0.7 | 0.0 | 10.1 | -9.2
37) CN(C)c1ncc(CN2CCCC(CO)(Cc3cccc(Cl)c3)C2)s1 (stereo not given)
→ -1.7 | -0.1 | 0.4 | 4.6

The main list resumes with the four entries that preceded the break.
37. CN(C)c1ncc(CN2CCCC(CO)(Cc3cccc(Cl)c3)C2)s1 (stereo not given)
38. CC1CCCCC1N=c1c([N+](=O)[O-])nn(-c2cccc(Cl)c2)n1O (stereo not given)
39. O=C(COc1ccccc1-c1ccccc1)N/N=C\c1ccc[nH]1
40. Cc1ccc(C2Nc3ccccc3NC3=C2C(=O)CC(c2cccs2)C3)o1 (stereo not given)
41. COc1ccc(C(=O)OCC(=O)N2CCc3ccccc32)c(OC)c1OC
42. Cc1cc(Br)ccc1NC(=O)CN1C(=O)c2ccccc2S1(=O)=O
43. C(#CCN1CCCCC1)COC(c1ccccc1)c1ccccc1
44. COc1ccc(C2C(C(=O)NCc3ccccn3)c3cc(OC)c(OC)cc3C(=O)N2C)cc1OC (stereo not given)
45. CCc1ccccc1N(C)C(=O)Cc1c(C(=O)O)n(CC)c2ccccc12
46. O=C(O)COc1ccccc1/C=N/NC(=O)C1CC1
47. Cc1ccc(-c2nc3ccccc3c(C(=O)O)c2C)cc1
48. Cc1cccc(NC(=O)COc2cccc(Br)c2)c1C
assay / entry | 37 | 38 | 39 | 40 | 41 | 42 | 43 | 44 | 45 | 46 | 47 | 48
GPR151 activ | -1.7 | -1.2 | 0.4 | -1.2 | 1.0 | -1.4 | -0.8 | -0.8 | 1.1 | 0.3 | 1.2 | 0.8
FBW7 activator | -0.1 | -0.1 | -0.2 | 0.0 | -0.1 | 0.6 | 0.1 | -0.1 | 0.0 | 0.1 | 0.1 | 0.0
MITF primary | 0.4 | 21.6 | 6.3 | 12.4 | -13.8 | 25.8 | -7.3 | 6.1 | -3.1 | 13.7 | -0.1 | -13.3
TEAD-YAP block | 4.6 | 9.2 | 50.5* | 4.7 | 2.4 | 1.5 | 6.3 | -12.0 | 6.9 | 10.7 | -0.5 | -27.4

49. COc1ccc(N2CCN(C(=O)c3sc4ncn(CC(=O)N5CCCCC5)c(=O)c4c3C)CC2)cc1
50. COc1cc(CNc2nccn3c(-c4ccccc4N(C)C)cnc23)cc(OC)c1OC
51. CC(=O)Nc1ccc(S(=O)(=O)N2CCN=C2SCc2ccc(Cl)c(Cl)c2)cc1
52. NS(=O)(=O)c1ccc(CCNC(=O)c2cccc(Br)c2)cc1
53. Cc1ccc(C2=N/C(=C\c3cccc(Br)c3)C(=O)O2)cc1[N+](=O)[O-]
54. Cc1[nH]c2ccc(C(=O)O)cc2c(=O)c1CCC(=O)O
55. COc1ccc(C2CC(C(=O)N3CCC(C(N)=O)CC3)N(C)S(=O)(=O)N2)cc1 (stereo not given)
56. COC(=O)c1c(NC(=O)COc2ccc([N+](=O)[O-])cc2)sc2c1CCC(C)C2 (stereo not given)
assay / entry | 49 | 50 | 51 | 52 | 53 | 54 | 55 | 56
GPR151 activ | 1.4 | -0.2 | 1.6 | 2.6 | 0.2 | -1.6 | -0.1 | -0.6
FBW7 activator | -0.1 | 0.2 | 0.0 | 0.1 | -0.1 | 0.2 | -0.1 | -0.1
MITF primary | -3.4 | 17.1 | 3.1 | -8.0 | 5.5 | 13.5 | -4.2 | -8.4
TEAD-YAP block | -2.9 | 0.5 | 19.7 | 7.4 | -3.1 | 2.4 | 3.4 | -0.9

57. Cc1ccc2onc(CC(=O)N3CCC4(CC3)OCCO4)c2c1
58. O=C(COC(=O)c1ccc(O)cc1)Nc1ccc(Cl)cc1[N+](=O)[O-]
59. Cc1cccc(C)c1NC(=O)c1cc2cc([N+](=O)[O-])ccc2oc1=O
60. CCOc1ccc(N2CC(C(=O)Nc3ccccc3C(C)(C)C)CC2=O)cc1 (stereo not given)
61. O=[N+]([O-])c1cccc(Cl)c1NCCNS(=O)(=O)c1ccc(Cl)cc1
62. COc1ccc(-n2nnc3c(=O)n(CC(=O)N4CCc5ccccc54)cnc32)cc1
63. O=C1NC2(CCCCC2)N(C(=O)c2cccc([N+](=O)[O-])c2)C2=C1CCCC2
64. Cc1nc(CC2(c3ccc4c(c3)OCO4)C(=O)Nc3ccc(F)cc32)cs1 (stereo not given)
assay / entry | 57 | 58 | 59 | 60 | 61 | 62 | 63 | 64
GPR151 activ | -0.2 | 2.5 | -0.9 | 1.3 | 1.4 | -0.7 | 2.0 | -0.8
FBW7 activator | -0.1 | 0.0 | 0.0 | 0.1 | -0.1 | -0.1 | 0.3 | 0.1
MITF primary | 0.2 | 3.3 | 2.7 | 1.8 | 3.3 | -7.1 | -9.8 | 18.9
TEAD-YAP block | -15.6 | 3.7 | 6.1 | 3.7 | 9.6 | -3.0 | -14.7 | -6.9

65. O=c1c([N+](=O)[O-])c(N2CCN(C3CCCC3)CC2)c2ccccc2n1-c1ccccc1
66. CC1CCc2sc(NC(=O)c3nc4ccccc4s3)c(C(N)=O)c2C1 (stereo not given)
67. CCn1cc(/C=C(\NC(=O)c2ccccc2F)C(=O)N2CCCC2)c2ccccc21
68. COc1ccc(C(=O)NCc2nnc(SCC(=O)N3N=C(c4ccc(Br)cc4)CC3c3ccc(C)cc3)n2C)cc1OC (stereo not given)
69. O=C(Cc1nnc(NC(=O)c2ccc(Cl)cc2)s1)N/N=C/c1ccc(O)cc1
70. O=C(Cn1cnc2c(oc3ccccc32)c1=O)Nc1ccccc1
71. CCN(CC)C(=O)CSc1nc2cc(OC)c(OC)cc2c(=O)n1Cc1ccc(Cl)cc1
72. COc1cccc(CC(=O)N2CCC(C(=O)NC(c3ccccn3)c3cccs3)CC2)c1 (stereo not given)
assay / entry | 65 | 66 | 67 | 68 | 69 | 70 | 71 | 72
GPR151 activ | -0.8 | 0.9 | 1.1 | 0.9 | -0.8 | -1.0 | 0.4 | -0.5
FBW7 activator | -0.1 | 0.1 | 0.0 | -0.1 | 0.5 | 0.0 | 0.1 | -0.4
MITF primary | 8.2 | 9.1 | 4.0 | -19.9 | 8.9 | 9.2 | 6.8 | -4.2
TEAD-YAP block | -2.2 | 5.3 | 4.8 | -0.9 | -10.2 | -12.7 | 2.8 | 0.5

73. Oc1cccc(N=Cc2nc(-c3ccc(Cl)cc3)oc2O)c1
74. Nc1cccc(C(=O)O)c1[N+](=O)[O-]
75. COc1cccc(CCNC(=O)c2cc(COc3ccc4ncccc4c3)on2)c1
76. COc1ccc2c(c1OC)C(=O)OC2Nc1ccccc1C#N (stereo not given)
77. O=C(Nc1ccc(Cl)cc1Cl)C12CC3CC(C1)CC(n1cnc(Cl)n1)(C3)C2
78. CC(=O)Nc1ccc(Nc2nc(Nc3ccc4ncccc4c3)nc3c2ncn3C(C)C)cc1
79. COc1ccc(OC)c(-n2c(=S)[nH]c3cc(C(=O)N4CCOCC4)ccc3c2=O)c1
80. CCC(NC(=O)Nc1ccccc1OC)(C(F)(F)F)C(F)(F)F
assay / entry | 73 | 74 | 75 | 76 | 77 | 78 | 79 | 80
GPR151 activ | -0.4 | -0.1 | 5.9* | 0.5 | -0.1 | -1.1 | -0.6 | 1.0
FBW7 activator | -0.1 | 0.2 | -0.1 | 0.1 | 0.3 | -0.1 | 0.0 | 0.1
MITF primary | 12.6 | 1.8 | -5.2 | 3.1 | 15.5 | 2.9 | -2.8 | 6.0
TEAD-YAP block | -8.6 | 6.1 | 31.9 | 7.9 | -1.4 | 35.6* | -1.1 | 1.2
